GALK inh – blocks human galactokinase activity. P51570. Purified GALK, Kinase-Glo residual ATP luminescence. Potency, µM (top dose mostly 57.5 µM), without a hit: top-dose activity change, negative = inhibition, usual class: inhibitors. hit rate 0.007% among 270,000. AID 1868; further: potency means the concentration at half of the fitted maximal effect; on the % scale 0 is the no-effect control and ±100 the full control effect
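Galactose (100 uM) and ATP (35 uM) were turned over by 5 nM GALK for 1 h at RT. Kinase-Glo Plus then converted the remaining ATP into a luminescent signal.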
MBNL1 CUG block – inhibitors of human MBNL1 binding to CUG repeat RNA | hit rate 0.036% among 280,000 | TR-FRET MBNL1-His/biotin-(CUG)12 binding, 665/545 ratio | Q9NR56 | Potency, µM (titrated, usually from 57.5 µM), for the others: top-dose activity change, negative = inhibition, usual class: inhibitors; active means well fitted inhibition curve with a large enough effect in the signal ratio, with a control signal flat, not every such curve was filed as active; inconclusive means small, poorly fitted or top-dose-only effect, or effect the other way, or a change in a side signal; inactive means no such curve, though single readings can be large or run the other way; the % refers to the signal ratio; further: potency means the concentration at half of the fitted maximal effect; on the % scale 0 is the no-effect control and ±100 the full control effect
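Inhibition of protein-RNA binding appears as loss of TR-FRET between terbium anti-His antibody on MBNL1-His and streptavidin-XL665 on biotin-(CUG)12. Activity is normalized to buffer-only and uninhibited-complex controls.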
Mito fusion act – inhibitors of mitochondrial division or activators of mitochondrial fusion; S. cerevisiae fusion-defective mutant growth rescue, CellTiterGlo 48 h; Potency, µM (titrated, usually from 46.1 µM), for the others: top-dose growth rescue (activation), usual class: activators; hit rate 0.23% among 320,000; AID 485298;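 further: potency means the concentration at half of the fitted maximal effect; % of control where 0% means no effect; nearly all actives have a fitted effect of over 45% in size; temperature-sensitive fusion mutants such as fzo1-1 at 37 °C on non-fermentable ethanol glycerol medium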
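Luminescent cell viability in 1536-well qHTS format served as the measure of rescued growth in ts fusion-mutant S. cerevisiae cultured on non-fermentable YPEG for 48 hours at 37C.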
USP2a inh – inhibitors of human ubiquitin-specific protease USP2a; USP2 core, Ub-CHOP2 coupled fluorogenic reporter, 485/531; Potency, µM (highest dose often 38.3 µM), without a hit: at the highest dose activity change, negative = inhibition, actives largely listed as inhibitors; hit rate 0.01% among 330,000;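 further: potency means the concentration at half of the fitted maximal effect; plate controls were DMSO wells for no effect and full inhibition by NEM control for full effect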
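Deubiquitinase activity read as fluorescence (485/531 nm) after Ub-CHOP2 cleavage activates the enterokinase reporter on its substrate; USP2 core 10nM, Ub-CHOP2 and substrate 25nM each, 30min compound preincubation then 60min RT; data normalized to NEM, curves fitted.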
TSHR antag – human thyrotropin receptor antagonism; P16473; TSHR-expressing cells, TSH-stimulated cAMP HTRF, 2 h; active compounds read low; activity change, negative = inhibition, % at 11.5 µM; hit rate 0.2% among 330,000; AID 504810;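 active means activity change below a set negative limit, meaning inhibition stronger than a set level, cut at about -70% in these data; inconclusive means activity change between two set negative limits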; further: on the % scale 0 is the no-effect control and ±100 the full control effect
Target sequence (P16473 whole entry, looked up): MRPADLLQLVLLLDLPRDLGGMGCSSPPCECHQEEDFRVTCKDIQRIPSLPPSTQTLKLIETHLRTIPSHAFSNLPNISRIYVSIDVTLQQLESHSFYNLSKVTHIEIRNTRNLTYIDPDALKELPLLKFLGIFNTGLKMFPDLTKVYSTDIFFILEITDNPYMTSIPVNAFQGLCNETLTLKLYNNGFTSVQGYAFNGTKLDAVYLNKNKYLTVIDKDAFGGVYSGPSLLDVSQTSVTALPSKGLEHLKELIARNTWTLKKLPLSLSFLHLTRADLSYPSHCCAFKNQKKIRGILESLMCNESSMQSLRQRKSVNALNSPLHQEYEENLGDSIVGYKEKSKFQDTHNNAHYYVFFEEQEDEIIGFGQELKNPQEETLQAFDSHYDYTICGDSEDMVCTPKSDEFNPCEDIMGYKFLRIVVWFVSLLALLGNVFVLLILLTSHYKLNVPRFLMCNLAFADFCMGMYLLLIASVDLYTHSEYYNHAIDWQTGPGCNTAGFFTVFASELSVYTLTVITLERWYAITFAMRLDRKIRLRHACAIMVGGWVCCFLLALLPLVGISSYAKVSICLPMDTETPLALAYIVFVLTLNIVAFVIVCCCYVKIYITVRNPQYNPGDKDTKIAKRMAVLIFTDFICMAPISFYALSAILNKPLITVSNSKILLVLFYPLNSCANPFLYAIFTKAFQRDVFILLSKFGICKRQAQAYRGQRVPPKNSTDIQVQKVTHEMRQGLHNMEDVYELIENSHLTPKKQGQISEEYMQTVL
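Inhibition of cAMP made by TSHR-expressing cells under TSH stimulation (4nM final, EC80; 2 h, 37 deg C) is quantified with a one-step lysis HTRF kit, anti-cAMP cryptate versus cAMP-d2.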
hERG WT inh – KCNH2 (human, wildtype) channel inhibition. Q12809. hit rate 0.37% among 340,000. U2OS, BacMam KCNH2, thallium flux FluxOr; active compounds read low. activity change, % at 1.84 µM. AID 720551;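 active means maximum activity change below -70%; inconclusive means maximum activity change between -70% and -50%; inactive means maximum activity change above -50%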; further: on the % scale 0 is the no-effect control and ±100 the full control effect
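U2OS cells were transduced with wild-type KCNH2 virus (2.03 x 10^8 / mL) for 4 h at room temperature, then cultured overnight at 37 C. Thallium flux was read with FluxOr dye. Rate constants were normalized to DMSO controls.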
PKM2 activator – PKM2 (human) enzyme activation | P14618 | purified PKM2, Kinase-Glo ATP luminescence, activation; response scale: 0% is enzyme alone, no compound | Potency, µM (highest dose often 57.5 µM), inactives show at the top dose activation, hits mostly activators | hit rate 0.34% among 260,000 | AID 1631; further: potency means the concentration at half of the fitted maximal effect; on the % scale 0 is the no-effect control and ±100 the full control effect; nearly all actives have a fitted effect of over 55% in size
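hPK-M2, >95% pure; 0.1 mM ADP / 0.5 mM PEP final; imidazole pH7.2 buffer w/ 7 mM MgCl2, 50 mM KCl; 1 h RT; Kinase-Glo lum. Intermediate enzyme activity for dual inhibitor/activator qHTS.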
S-ASM inh – blocks human secretory acid sphingomyelinase; P17405; Potency, µM (highest dose often 57.5 µM), for the others: at the highest dose activity change, negative = inhibition, usual class: inhibitors; hit rate 0.006% among 340,000; AID 504937; placental ASM, HMU-PC fluorogenic substrate, 60 min; further: potency means the concentration at half of the fitted maximal effect
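Human placenta-derived ASM preincubated with compound 10 min at room temperature, then reacted with 9 uM (final) fluorogenic HMU-PC substrate for 60 min at 37 C. Stop solution raises pH to 10; fluorescence read at Ex 386/Em 447 nm.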
Chronic BCR inh – chronic active BCR signaling inhibition | hit rate 0.05% among 340,000 | Potency, µM (doses to about 46.1 µM), for inactives: at the top dose ratio change, negative = lower green/red ratio, hits mostly inhibitors | AID 493014 | ABC-DLBCL IkBa-CBG/CBR reporter, luminescence ratio, 4 h; active means well fitted inhibition curve with a large enough effect in the signal ratio, with a control signal flat, not every such curve was filed as active; inconclusive means small, poorly fitted or top-dose-only effect, or effect the other way, or a change in a side signal; the % refers to the signal ratio;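 further: potency means the concentration at half of the fitted maximal effect; plate controls were basal doxycycline-induced cells for no effect and cells given 10 µM MG132 for full effect; MG132 reads +100%, hits lower the ratio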
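Doxycycline induced both beetle luciferases in TMD8 lymphoma cells; IKK-driven degradation limits the IkappaBalpha-fused green signal, while red luminescence normalises for cell number and nonspecific effects. Compounds tested up to 46 uM, 4 hrs.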
Eya2 inh – Eya2 (human) phosphatase inhibition. O00167. recombinant Eya2, OMFP fluorescence dephosphorylation (OMFP is methylfluorescein phosphate). Potency, µM (doses to about 76.9 µM), for inactives: at the highest dose activity, negative = inhibition, most hits filed as inhibitors. hit rate 0.006% among 330,000. AID 488837; further: potency means the concentration at half of the fitted maximal effect; on the % scale 0 is the no-effect control and ±100 the full control effect
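Eya2 protein (added as 0.2 uM solution) was preincubated with compound for 10 min at ambient temperature in 50 mM HEPES pH 7.5, 50 mM NaCl, 5 uM MgCl2, 0.05% BSA, 1 mM DTT. OMFP (added at 50 uM) then reacted 10 min; fluorescence read at 485/525 nm.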
Menin MLL FP TR – inhibitors of human menin-MLL interaction, mutant MLL peptide; hit rate 0.23% among 270,000; AID 1768; O00255; Potency, µM (titrated, usually from 61.6 µM), without a hit: at the top dose FP activity change, negative = inhibition, hits mostly inhibitors; Menin + Texas Red MLL mutant peptide, fluorescence polarization; active means well fitted inhibition curve with a large enough effect in the polarisation, with a control signal flat, not every such curve was filed as active; inconclusive means small, poorly fitted or top-dose-only effect, or effect the other way, or a change in a side signal; inactive means no such curve, though single readings can be large or run the other way; the % refers to the polarisation; further: potency means the concentration at half of the fitted maximal effect; % of control where 0% means no effect; many of its hits are not listed in these tables
Numbers without * were called inactive; ? = inconclusive; nt = no result given; [ ] = dose if it differs, or a comment. Unless noted, the call rests on the fitted dose curve; in most records, active means well fitted curve in the direction sought with a large enough effect; inconclusive means small, poorly fitted or top-dose-only effect, or another doubt; inactive means no such curve, though single readings can be large; an effect the other way counts as inactive or inconclusive. A portion of the library (hit frequency here may not be typical).

Results follow in this order: GALK inh | MBNL1 CUG block | Mito fusion act | USP2a inh | TSHR antag | hERG WT inh | PKM2 activator | S-ASM inh | Chronic BCR inh | Eya2 inh | Menin MLL FP TR
> CCCN(CC1CCCO1)C(=O)CCc1nnc(-c2cc(C)on2)o1 (configuration not stated)
  0% | 5% | 1% | 1% | -7 | 0 | -1% | 1% | -3% | -12% | -11%
> COc1cccc(CNC(=O)CCC2CCCN(C(=O)c3ccc(OC)o3)C2)c1 (configuration not stated)
  7% | -3% | 4% | 1% | 10 | 7 | ? | 4% | -9% | -10% | -17%
> O=C(Nc1ccc(F)cc1)c1nsc(Cl)c1Cl
  1% | 11% | 10% | 2% | 1 | -15 | 0% | -1% | ? | -21% | -3%
> COc1ccc(C2COC(=O)C2=N)c(NC(=O)c2ccc(Cl)cc2)c1 (configuration not stated)
  -1% | ? | 6% | 1% | 10 | 19 | 1% | 1% | -1% | 4% | 8%
> COC(=O)c1ccc(NC(=O)CSc2nnnn2C2CCCCC2)cc1
  -2% | -13% | 4% | 0% | 21 | -5 | -13% | -1% | -18% | 0% | -6%
> O=C(CSc1nnc(NC2CCCCC2)s1)NN1C(=O)NC2(CCCCC2)C1=O
  0% | -19% | 0% | 3% | 0 | 4 | 4% | 2% | 2% | -15% | 7%
> COCCCNc1oc(-c2cccs2)nc1S(=O)(=O)c1ccc(C)cc1
  -3% | 23% | -4% | 4% | -15 | 1 | 0% | 6% | -5% | 20% | -15%
> c1ccc(Cn2nnc3c(NCC4CCCO4)ncnc32)cc1 (configuration not stated)
  1% | -3% | 7% | -1% | -4 | 4 | -4% | -2% | 0% | -12% | -3%
> COc1ccc(NC(=O)c2sccc2C)cn1
  -2% | -21% | 8% | 1% | -2 | 10 | -13% | 4% | ? | 7% | 6%
> O=CNCC(=O)NCCc1ccc(Cl)cc1
  -1% | 0% | 0% | 0% | 21 | 2 | 1% | 3% | 0% | 1% | 2%
> CC(=O)c1cn(CC(=O)Nc2ccccc2F)c2ccccc12
  -4% | -2% | 1% | -1% | -13 | 11 | 1% | 0% | -3% | -14% | 7%
> COc1ccc(C2=C(c3ccc([N+](=O)[O-])cc3)C(=O)OC2)cc1
  0% | ? | -8% | 0% | -3 | -13 | 0% | -1% | 0% | -28% | 10%
> CCc1ccccc1N(CC(=O)N1CCN(c2ccccc2)CC1)S(C)(=O)=O
  10% | -7% | -6% | 0% | -2 | 6 | -3% | -3% | 0% | -5% | -4%
> Cc1ccc(Cl)cc1NC(=S)N(CCCN1CCN(C)CC1)Cc1cccs1
  -1% | -4% | -2% | 3% | -4 | 10 | 2% | 4% | 4% | -3% | -10%
> O=C(O)CC(CP(=O)(c1ccccc1)c1ccccc1)C(=O)O (configuration not stated)
  2% | 0% | 0% | 2% | 1 | 9 | 3% | -2% | 6% | 35%[15.4 µM] | -3%
> O=C(CCC(=O)Nc1ccccc1Cl)N/N=C/c1c[nH]c2ccccc12
  2% | -8% | 0% | 2% | 19 | 4 | 9% | -5% | 0% | 3% | ?
> COc1ccc(NC(=O)CSCC(=O)N(C)Cc2ccc(Cl)c(Cl)c2)cc1
  nt | nt | ? | -9% | 9 | 3 | nt | -11% | ? | -13% | nt
> Cc1noc(C)c1COc1ccc(C(=O)N2CCC(C)CC2)cc1
  nt | nt | 12% | -1% | -12 | -10 | nt | 1% | 0% | -21% | nt
> COC(=O)c1ccc(C(=O)NC2CC(C)(C)Cc3c2cnn3-c2ccc(F)cc2)nc1 (configuration not stated)
  -3% | -8% | 3% | 2% | -2 | -9 | -1% | -9% | -19% | -1% | nt
> Cc1c(NC(=O)c2cc(=O)[nH]c3ccccc23)c(=O)n(-c2ccccc2)n1C
  0% | 6% | 0% | 1% | 7 | 3 | -6% | 3% | 0% | 2% | 6%
> Cc1ccc(NC(=S)N2CCCCC2)cc1C
  4% | -3% | -2% | -1% | 1 | 1 | -6% | 12% | ? | -6% | nt
> CC(=O)N(C(C)=O)n1c(C)nc2sc3c(c2c1=O)CCCC3
  -1% | -8% | -1% | 2% | 2 | 0 | -1% | 3% | ? | -8% | -2%
> O=C(Nc1cccc(S(=O)(=O)NC2=NCCC2)c1)c1cc(=O)[nH]c2ccccc12
  nt | nt | -3% | 1% | 16 | -16 | nt | 8% | -6% | 1% | nt
> CC(C)(C)SCCNC(=O)c1cccc([N+](=O)[O-])c1
  0% | nt | -5% | 1% | 12 | -21 | -14% | 0% | -4% | -1% | -3%
> CC1=C(C(=O)OCC2CCCO2)C(c2coc3ccc(Cl)cc3c2=O)C2=C(CCCC2=O)N1 (configuration not stated)
  9% | 6% | 9% | 0% | 1 | 3 | 1% | 0% | -7% | -10% | 4%
> COc1ccc(N)c2c1C(=O)c1ccccc1C2=O
  nt | ? | -3% | -3% | -22 | -10 | -23% | -6% | ? | -11% | ?
> CCn1ncc2c1C(=O)NC1c3ccccc3C(=O)N21 (configuration not stated)
  0% | 17% | -5% | 1% | -18 | 7 | -9% | 1% | ? | 1% | -11%
> O=C(CN1c2cccc3cccc(c23)S1(=O)=O)Nc1c(F)c(F)c(F)c(F)c1F
  nt | nt | nt | -1% | -2 | 4 | nt | 3% | 12% | 0% | nt
> O=C(c1cccc(Cl)c1)N1CCN(CCCc2ccccc2)CC1
  -2% | -8% | 4% | -1% | 0 | 23 | nt | 1% | 0% | 9% | ?
> C=CCNC(=O)c1c(O)c2cccc3c2n(c1=O)CCC3
  -2% | 2% | -4% | 1% | -3 | 0 | 1% | -4% | -2% | 2% | -2%
> CCc1ccc(NS(=O)(=O)c2ccc(OC)c3ncccc23)cc1
  8% | 0% | 0% | 2% | 4 | -22 | -1% | 5% | -21% | 2% | -29%
> COCCCNC(=S)N1CCN(c2nc(C)nc3sc4c(c23)CCCC4)CC1
  2% | 0% | 10% | -3% | -2 | nt | -5% | -8% | -5% | -8% | -2%
> Cc1c(C(=O)Nc2ccc(F)cc2)oc2ccc(S(=O)(=O)N3CC(C)CC(C)C3)cc12 (configuration not stated)
  -1% | -1% | 0% | 2% | 5 | -14 | -9% | -9% | -2% | -7% | nt
> COc1ccc(OCCC(=O)Nc2nccs2)cc1
  -2% | 0% | -3% | 8% | -1 | 4 | 5% | 0% | 5% | 2% | 12%
> COc1cccc(-c2cc(C(=O)NCCN3CCOCC3)no2)c1
  1% | 0% | -4% | 0% | -2 | -9 | -2% | 0% | 0% | 14% | -19%
> Cc1ccc(NC(=S)Nc2cccc3cnccc23)cc1
  1% | ? | 22% | 0% | 0 | -8 | -11% | 0% | 0% | -24% | 32%[activator]

Pulled one by one from the entries so far (4):
Results follow in this order: GALK inh | MBNL1 CUG block | Mito fusion act | USP2a inh | TSHR antag | hERG WT inh | PKM2 activator | S-ASM inh | Chronic BCR inh | Eya2 inh | Menin MLL FP TR
> COc1cccc(-c2cc(C(=O)NCCN3CCOCC3)no2)c1
  1% | 0% | -4% | 0% | -2 | -9 | -2% | 0% | 0% | 14% | -19%
> Cc1ccc(NC(=S)Nc2cccc3cnccc23)cc1
  1% | ? | 22% | 0% | 0 | -8 | -11% | 0% | 0% | -24% | 32%[activator]
> COCCCNC(=S)N1CCN(c2nc(C)nc3sc4c(c23)CCCC4)CC1
  2% | 0% | 10% | -3% | -2 | nt | -5% | -8% | -5% | -8% | -2%
> CCc1ccc(NS(=O)(=O)c2ccc(OC)c3ncccc23)cc1
  8% | 0% | 0% | 2% | 4 | -22 | -1% | 5% | -21% | 2% | -29%
